High-throughput results as filed in PubChem BioAssay.
Pf growth 48h: Primary qHTS for delayed death inhibitors of the malarial parasite plastid, 48 hour incubation. 310,000 compounds, 5.9% hits. Potency, µM (highest dose often 28.7 µM), inactives show at the top dose activity change, negative = inhibition, hits mostly inhibitors. P. falciparum luciferase growth in erythrocytes, 48 h. AID 504832, 2011; further: potency means the concentration at half of the fitted maximal effect; on the % scale 0 is the no-effect control and ±100 the full control effect
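Compounds are pin-transferred into medium, infected erythrocytes (2% hematocrit, 0.1% parasitemia final) are added, and plates sit one parasite generation at 37 C in 5% CO2. Detection reagent is then added and luminescence measured.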
Pf growth 96h: Primary qHTS for delayed death inhibitors of the malarial parasite plastid, 96 hour incubation | Potency, µM (doses to about 28.7 µM), inactives show at the highest dose activity change, negative = inhibition, hits mostly inhibitors | 320,000 compounds, 6.9% hits | P. falciparum luciferase reporter growth, 96 h; further: potency means the concentration at half of the fitted maximal effect; on the % scale 0 is the no-effect control and ±100 the full control effect
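Erythrocytes infected with luciferase-expressing P. falciparum were dispensed at 2% hematocrit and 0.05% parasitemia (final), then incubated with compounds 96 hours at 37 C in 5% CO2. Luminescence after detection reagent addition reported growth.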
Shiga inhibitor: A qHTS for Small Molecule Inhibitors of Shiga Toxin | Vero cells, Shiga toxin protein synthesis inhibition reporter | 290,000 compounds, 9.2% hits | inhibition, % at 38.7 µM; in the data active means inhibition mostly above about 28%, no sharp cut-off; inactive means mostly below about 43%; further: 0% is about no effect
Sm TGR block: qHTS Assay for the Inhibitors of Schistosoma Mansoni Peroxiredoxins; AID 485364, 2010; 360,000 compounds, 3% hits; Potency, µM (doses to about 114 µM), without a hit: at the highest dose activity change, negative = inhibition, most hits filed as inhibitors; Schistosoma mansoni thioredoxin glutathione reductase (TGR), Q962Y6; purified TGR, DTNB reduction, TNB absorbance 405 nm; further: potency means the concentration at half of the fitted maximal effect; on the % scale 0 is the no-effect control and ±100 the full control effect; nearly all actives have a fitted effect of over 60% in size
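TGR 20 nM + NADPH 100 uM (dispensed conc.), cpd preinc 15 min RT; start with NADPH (500 uM addition) then DTNB (15 mM addition). Kinetic TNB absorbance, 405 nm filter. Four-parameter Hill fit across titration.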
Giardia FBPA inh: qHTS Assay for Inhibitors of Fructose-1,6-bisphosphate Aldolase from Giardia Lamblia; A8B2U2; purified Giardia FBPA; AID 2451, 2010; 290,000 compounds, 0.71% hits; Potency, µM (top dose mostly 59.6 µM), without a hit: top-dose activity, negative = inhibition, actives largely listed as inhibitors; further: potency means the concentration at half of the fitted maximal effect; on the % scale 0 is the no-effect control and ±100 the full control effect; nearly all actives have a fitted effect of over 55% in size
Target sequence (A8B2U2 whole entry, looked up): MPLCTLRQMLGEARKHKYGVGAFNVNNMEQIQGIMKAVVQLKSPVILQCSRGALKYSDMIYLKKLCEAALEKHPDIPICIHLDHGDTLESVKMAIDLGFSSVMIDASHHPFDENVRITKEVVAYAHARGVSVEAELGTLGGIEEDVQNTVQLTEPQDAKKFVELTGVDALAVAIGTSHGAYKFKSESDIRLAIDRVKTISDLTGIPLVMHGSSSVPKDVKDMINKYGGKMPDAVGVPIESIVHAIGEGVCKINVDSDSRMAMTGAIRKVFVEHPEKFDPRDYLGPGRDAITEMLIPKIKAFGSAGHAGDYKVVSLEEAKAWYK
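40 nM FBPA preincubated 10 min at RT with compound (up to 57.5 uM final), then substrate plus GAPDH/TPI/NAD/arsenate coupling and diaphorase/resazurin added. Fluorescence read after 20 min at RT, 525/598 nm.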
Cycloheximide cs: Cycloheximide Counterscreen for Small Molecule Inhibitors of Shiga Toxin. cell reporter, cycloheximide protein synthesis inhibition counterscreen. max response, %. 300,000 compounds, 12% hits; in the data active means max response mostly above about 13%, no sharp cut-off; inactive means mostly below about 14%; further: read at 38.3 µM for the half of the compounds with a filed dose; 0% is about no effect
Numbers without * were called inactive; i = inactive; u = inconclusive; x = no result given; & = joins results of further samples; [ ] = another dose, or the depositor's remark. Unless noted, the call rests on the fitted dose curve; in most records, active means well fitted curve in the direction sought with a large enough effect; inconclusive means small, poorly fitted or top-dose-only effect, or another doubt; inactive means no such curve, though single readings can be large; an effect the other way counts as inactive or inconclusive.

SMILES	Pf growth 48h	Pf growth 96h	Shiga inhibitor	Sm TGR block	Giardia FBPA inh	Cycloheximide cs
COc1ccc(N(C(=O)Cn2nnc3ccccc32)C2(C(=O)NC3CCCC3)CCCCC2)cc1	13µM*	13µM*	-11	8%	1%	-4
COc1ccc(OC)c(S(=O)(=O)N2CCc3ccccc3C2)c1	-9%	9%	-7	53%[activator]	11%	-2
Cc1ccc(-c2c(C#N)c(N)n3c(nc4ccccc43)c2C#N)cc1	u	0%	3	-21%	-13%	-2
CCOC(=O)[C@H]1[C@H]2COc3cc(OC)ccc3[C@@H]2N2C(=O)c3cc(F)ccc3NC(=O)[C@@]12C	9.3µM*	10µM*	x	2%	x	x
Cn1cccc1/C=C1\SC(=O)N(CC(=O)Nc2ccc(Cl)cc2)C1=O	u	-5%	-8	3%	4%	-2
Cc1ccc(-n2ncc3c(=O)[nH]c(SCC(=O)N4CCCCC4)nc32)cc1	-21%	-21%	2	2%	-8%	-2
O=C1CCCC(O)=C1C=Nc1cccc(C(F)(F)F)c1	0%	19%[5.75 µM]	3	-6%	-1%	9
O=C(O)C1CCCN1c1ncccc1[N+](=O)[O-] (configuration not stated)	-2%	-19%	-3	3%	0%	-4
CCOP(=O)(OCC)C(NC(C)=O)C(=O)c1ccccc1 (configuration not stated)	-89%[5.75 µM]	-132%[5.75 µM]	-9	-1%	7%	2
Cc1nc([N+](=O)[O-])cn1CCC#N	39%[activator]	40%	38	0%	5%	4

Seven structures already listed, arranged by SMILES length, largest number first:
SMILES	Pf growth 48h	Pf growth 96h	Shiga inhibitor	Sm TGR block	Giardia FBPA inh	Cycloheximide cs
Cc1ccc(-n2ncc3c(=O)[nH]c(SCC(=O)N4CCCCC4)nc32)cc1	-21%	-21%	2	2%	-8%	-2
Cc1ccc(-c2c(C#N)c(N)n3c(nc4ccccc43)c2C#N)cc1	u	0%	3	-21%	-13%	-2
COc1ccc(OC)c(S(=O)(=O)N2CCc3ccccc3C2)c1	-9%	9%	-7	53%[activator]	11%	-2
CCOP(=O)(OCC)C(NC(C)=O)C(=O)c1ccccc1 (configuration not stated)	-89%[5.75 µM]	-132%[5.75 µM]	-9	-1%	7%	2
O=C1CCCC(O)=C1C=Nc1cccc(C(F)(F)F)c1	0%	19%[5.75 µM]	3	-6%	-1%	9
O=C(O)C1CCCN1c1ncccc1[N+](=O)[O-] (configuration not stated)	-2%	-19%	-3	3%	0%	-4
Cc1nc([N+](=O)[O-])cn1CCC#N	39%[activator]	40%	38	0%	5%	4

Remaining list, next part.
SMILES	Pf growth 48h	Pf growth 96h	Shiga inhibitor	Sm TGR block	Giardia FBPA inh	Cycloheximide cs
O=C(/C=C/c1ccc(Br)cc1)N1CCN(c2cccc(C(F)(F)F)c2)CC1	11%	u	17	12%	0%	-3
COC(=O)c1ccc(/C=N/Nc2nc(N3CCCCC3)nc(N3CCCCC3)n2)cc1	15%	-1%	92	u	3%	32
COc1ccc(-n2nc3cc(C)c(NC(=O)c4cccnc4)cc3n2)cc1	57%[activator]	-6%	30	-28%	1%	5
CCCc1cc(NCCCN(C)C)n2c(nc3ccccc32)c1C#N	u	-24%	-4	40µM*	-29%	-4
NC(=O)C1CCN(C(=O)CN2C(=O)c3ccccc3S2(=O)=O)CC1	-10%	-1%	-14	0%	3%	-2
c1ccc2c(c1)OCC(c1nn3cnnc3s1)O2 (configuration not stated)	11%	-1%[5.75 µM]	24	50%[activator]	-3%	-1
COc1ccc(NC(=O)CCc2nc3ccccc3s2)c(OC)c1	u	-4%	10	12%	-3%	12
COCCCn1c2nc3ccccc3nc2c2c(=O)n(CC3CCCO3)cnc21 (configuration not stated)	22%	u	-10	14%	0%[12.9 µM]	-1
CC(=O)c1cccc(S(=O)(=O)N2CCC(C(=O)OC3CCOC3=O)CC2)c1 (configuration not stated)	-22%	3%	x	-2%	x	x
O=C(Cc1ccc(Cl)cc1)Nc1ccc(-c2nnc(-c3ccco3)o2)cc1	u	75%[activator]	15	0%	2%	-2
Cc1cc(C)c2c(c1)OC(O)(C(F)F)CC2=O (configuration not stated)	-20%	20%	-9	4%	0%	-3
COC(=O)c1ccc(N2CCC(C)CC2)c(N)c1	x	-97%	45	17%	-12%	38*
CCCCc1ccc(NC(=S)NCc2cccc(OC)c2)cc1	-7%	19%	-7	x	-7%	-1
CC(=O)c1ccc(NC(=O)CSc2nnc(Cc3cccn3C)n2-c2ccc(F)cc2)cc1	x	u	-15	u	3%	-2
CC(C)(C)OC(=O)N1CCC[C@H]1C(=O)Nc1ccc(C#N)cc1	0%	11%	-5	-5%	-3%	1
CN(CC(=O)Nc1cccc(F)c1)C(=O)CCCNC(=O)c1ccc(Cl)cc1	132%[activator]	125%[activator]	x	5%	x	x
CC(C)CCN(Cc1ccco1)S(=O)(=O)c1csc(C(N)=O)c1	7%	-21%	-9	u	14%	-2
CCN(CC)S(=O)(=O)c1cccc(-c2nnc(SCC#N)n2Cc2ccccc2)c1	u	u	4	-36%	0%	11
CCCCn1c(SCC(=O)NC(=O)NCc2ccco2)nc2cc(S(N)(=O)=O)ccc21	x	7%	-8	-18%[11.4 µM]	-3%	-4
CCOC(=O)CNC(=O)c1ccc2[nH]c3c(c2c1)CCCC3	1%	33%[activator]	35	u	-21%	2
C/C=C(\C)CN1CCC(n2nccc2NC(=O)c2ccc(OC)cc2)CC1	2%	u	-18	-1%	x	4
Cc1ccc(C)c(OCc2nc(-c3cccnc3)no2)c1	0%	29%	30	1%	-2%	10
Cc1ccccc1NC(=O)C(=O)NCCCN1CCCC1=O	49%[activator]	87%[activator]	x	-5%	x	x
Cc1cc(C(=O)NN=C2CCCC2)c2ccccc2n1	-2%	-1%	x	-7%	x	x
O=C(NC12CC3CC(CC(C3)C1)C2)N1CCN(S(=O)(=O)c2ccc(Cl)cc2)CC1	-7%	7%	-5	0%	1%	-3
CN1CCN(C(=O)c2ccc(CSc3ccc(Cl)cc3)cc2)CC1	9%	4%	-6	-9%	1%	-4
Nc1cc(C(F)(F)F)ccc1Nc1ccccc1	6%	0%	77*	-7%	-9%	28*
NC(=O)COc1ccc(NC(=O)c2ccccc2-c2ccccc2)cc1	5%	-36%[5.75 µM]	-16	-20%	5%	-2
CCOC(=O)c1ccc(NC(=O)CSc2nnc(C3CC3)n2CC)cc1	-23%	11%	-6	-7%	1%	1
COc1ccc(-n2c(SCC#N)nnc2-c2cccnc2)cc1	1%	-22%	-4	28%	4%	-1
CN1C(=O)N(C)c2ccc(Br)c3cccc1c23	31%[activator]	15%	-2	-20%	-6%	6
Cc1ccc(S(=O)(=O)N2CCOCC2)cc1C(=O)Nc1ccccc1N1CCOCC1	-14%	-29%	x	1%	x	x
Cc1ccc(C)c(S(=O)(=O)N2CCN(C(=O)Nc3ccccc3)CC2)c1	-25%	37%[activator]	17	-15%	x	-1
COC(=O)c1sc(N2C(=O)C(O)=C(C(=O)c3ccc(C)o3)C2c2ccco2)nc1C (configuration not stated)	2%	-7%	-16	-25%	x	-1
COc1ccc(-c2cc(C(=O)NN)[nH]n2)cc1OC	7%	6%	12	x	8%	8
CC1(C)CC(=O)/C(=C(\O)CCCN2C(=O)c3ccccc3C2=O)C(=NCCO)C1	-15%	u	41	1%	2%	7
COC(=O)c1c(NC(=O)c2cccnc2)sc(C(=O)N(C)C)c1C	2%	-7%	-2	-8%	-2%	-2
COc1ccc(C(c2nnnn2CC2CCCO2)N2CCN(c3cccc(C)c3C)CC2)cc1 (configuration not stated)	9.3µM*	3%	4	1%	-7%	-5
CN1C(=O)c2ccccc2Sc2ccc(C(=O)O)cc21	20%	53%[activator]	-3	-9%	8%	9
C=CCNC(=O)c1cnc(-c2ccccc2)nc1-c1ccccc1	x	0%	15	-8%	-3%	-4
O=C(O)c1cccc(NC(=O)c2ccc(Cl)c(S(=O)(=O)N3CCCCCC3)c2)c1	i	u	101*	-2%	12%	50*
CCOC(=O)c1sc(-c2ccccc2)cc1N	146%[activator]	x	116*	4%	-11%	59*
Cc1ccc(/C(N)=N/OC(=O)CSc2ccccc2)cc1	i	20%	79*	1%	-4%	60*
Cc1ccc(S(=O)(=O)Nc2ccc3c(c2)nc(C)n3C)cc1	13%	0%	22	3%	1%	-1
COC(=O)c1cccc(C23CC4(C2)[C@H](CN(Cc2cccnc2)[C@@H]4c2ccccc2)C3c2ccc(C(F)(F)F)cc2)c1 (some centres not stated)	2.3µM*	u	-2	u	-2%&-8%	2
C=C(C)Cc1c(C)c(C#N)c2nc3ccccc3n2c1NCCCN(C)C	u	9.3µM*	11	2%	1%	-2
N#C/C(=C\c1cccc(O)c1)c1nc2ccccc2o1	52%[activator]	141%[activator]	85*	5%	-3%	59*
CC1(C)CCC(=O)N(c2ccc(OC(F)(F)F)cc2)C1=O	15%[0.00184 µM]	0%	24	-30%	19%	0
CCCOc1ccc(C(=O)NNC(=S)NC(=O)c2ccccc2[N+](=O)[O-])cc1	-13%	35%[activator]	x	6%	u	-1
CC(C)CN1C(=O)C(=O)N(CC(=O)N(C)CC(=O)Nc2ccc(F)cc2)C1=O	-13%	5%	x	-11%	x	x
Continuation.
SMILES	Pf growth 48h	Pf growth 96h	Shiga inhibitor	Sm TGR block	Giardia FBPA inh	Cycloheximide cs
CC1=C(C(=O)OCc2ccccc2)C(c2ccccc2Cl)NC(=O)N1CCCC(=O)O (configuration not stated)	12%	-22%	-2	11%	-1%	-2
COc1ccc(NC(=O)CCNS(=O)(=O)c2ccc3c(c2)c(=O)n(C)c(=O)n3C)cc1	2%	130%[activator]	28	3%	10%	6
CCOC(=O)Nc1cc(C(=O)OC)cc(C(=O)OC)c1	-3%	u	-6	2%	-4%	-4
O=C(Cc1c[nH]c2ccccc12)Nc1ccccc1N1CCOCC1	u	u	-13	-2%	4%	-2
COCCn1c(SCC(=O)Nc2ccccc2C)nc2c(oc3ccccc32)c1=O	26%	u	-14	-10%	-2%	-7
COc1cc(CNCc2ccc(C(=O)O)cc2)ccc1OCc1ccc(F)cc1	16%	-1%	-6	-13%	u	9
COc1cccc(N2CC(C(=O)Nc3ccc(C(=O)OC(C)C)cc3)CC2=O)c1 (configuration not stated)	u	41%[activator]	5	1%	0%	6
CCn1c2ccccc2c2cc(NC(=O)c3ccc([N+](=O)[O-])cc3)ccc21	u	u	-19	-4%	6%	5
Cc1ccccc1CS(=O)(=O)Cc1ccc(C(=O)N2CCC3(CC2)OCCO3)o1	3%	u	-14	-22%	1%	-5
O=C(NCCC(=O)N(Cc1ccco1)Cc1cccs1)c1ccc([N+](=O)[O-])cc1	-27%	u	x	-19%	x	x
O=c1cc(CSc2nnc(-c3ccccc3)o2)c2ccccc2[nH]1	22%	u	5	7%	-1%	10*
O=C(OCC(=O)N1N=C(c2ccc(Cl)cc2)CC1c1ccco1)c1ccco1 (configuration not stated)	58%[activator]	16%	25	-11%	-6%	9
CN(C)c1ccc(/C=N/N=C2/NC(=O)/C(=C/c3ccc([N+](=O)[O-])cc3)S2)cc1	12%	-27%	54*	0%	1%	28*
CC(C)N1CCN(C(=O)c2cccc(Cl)c2)CC1	9%	6%	-4	-10%	u	-4
Cc1onc(-c2ccccc2Cl)c1C(=O)N/N=C(\N)COc1ccc(Cl)cc1	u	u	-11	-20%	-9%	1
COc1ccc(NC(=O)CSc2nnc(-c3cccnc3)o2)c(OC)c1	5%	-4%	x	-28%	x	x
COc1ccc(NC(=O)C(CC(=O)O)Cc2ccc(C)cc2)cc1 (configuration not stated)	13%	u	-10	0%[57.1 µM]	4%	-3
COc1cccc(C(=O)C2CCCN(Cc3cnn(C(C)C)c3)C2)c1 (configuration not stated)	-17%	u	-4	23%	0%	-1

An unsorted share of the library; overall some 24% were active at least once.
